HCV NS3 hel inh: HCV NS3 helicase inhibition | NS3 helicase DNA unwinding, Cy5 molecular beacon fluorescence | inhibition, % at 10.9 µM | hit rate 0.56% among 290,000 | AID 1800;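 active means inhibition above the mean of all tested compounds plus 3 SD, set per campaign, cut at about 35% in these data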;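 further: 0% = DMSO wells and 100% = thioflavine S control wells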
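System: NS3 helicase fragment of HCV / Schedule: 1 h at 25 °C / Control set: DMSO alone as 0% and 110 µM thioflavine S as 100% / Reagent: Cy5/quencher beacon DNA duplex and ATP to start / Technique: Cy5 fluorescence / Replication: singlicate / Evaluation: % inhibition of end-to-start signal ratio versus controls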
MEKK2 mut-MEK5: signal of MEK5 binding to mutant human MEKK2 PB1 domain; bead flow cytometry, Alexa488-MEK5 binding to MEKK2 mutant; percent response, % at 10 µM; hit rate 0.35% among 290,000; AID 1530; in the data active means percent response above about 24%, passing the limit was not always enough; further: inactives centre near 1; some results filed as inactive read as strong as hits
GalR3 antag: blocks the human galanin receptor 3. HEK293 GalR3-CNG cAMP membrane potential fluorescence; galR3 body fused to GalR1 C-terminus. hit rate 0.44% among 360,000. inhibition, % at 3 µM. AID 651719;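 active means inhibition above the screen-wide average plus 3 SD, cut at about 13% in these data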;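 further: forskolin and galanin both at EC90 stimulate the cells; cAMP rise reported by CNG channel membrane potential dye signal; 0% = forskolin plus galanin with DMSO and 100% = forskolin alone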
Target sequence (O60755 1-299 limits assumed): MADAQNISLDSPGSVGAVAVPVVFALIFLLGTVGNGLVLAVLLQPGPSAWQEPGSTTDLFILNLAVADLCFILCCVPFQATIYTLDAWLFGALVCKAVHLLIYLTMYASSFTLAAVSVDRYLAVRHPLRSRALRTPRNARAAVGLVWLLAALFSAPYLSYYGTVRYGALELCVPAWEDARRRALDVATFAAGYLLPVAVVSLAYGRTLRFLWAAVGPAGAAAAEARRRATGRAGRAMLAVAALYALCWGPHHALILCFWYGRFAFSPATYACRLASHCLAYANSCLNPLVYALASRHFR
SUMO HTRF inh: inhibitors of human SUMOylation (UBC9) | P63279 | inhibition, % at 35 µM | hit rate 0.36% among 290,000 | HTRF SUMOylation assay, SAE1/SAE2 + UBC9, in vitro; in the data active means inhibition above about 50%, passing the limit was not always enough; further: strong numbers were not always called active
CRFBP-R2 agonist: CRF-BP/CRF-R2 complex agonism. activation, % at 13.2 µM. hit rate 0.46% among 350,000. AID 588473. HEK293 CRF-R2/CRF-BP, calcium dye fluorescence (FLIPR); percent of saturating CRF peptide response;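 active means activation of at least 50%, plus an integration ratio under a set limit after plate pattern correction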;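 further: plate controls were neutral control wells without compound for no effect and CRF at EC100 for full effect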
CRFBP-R2 block: blocks CRF-induced signaling of the CRF-BP/CRF-R2 complex; HEK293 CRF-R2/CRF-BP, CRF-induced calcium fluorescence; inhibition, % at 11.8 µM; hit rate 0.59% among 350,000; AID 588475;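 active means inhibition of the ligand-induced calcium signal above about 50% at the single tested concentration, limit read from the data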
MEKK2wt PB1 HTS: raises or lowers MEK5 binding to wildtype human MEKK2 PB1 domain | Q9Y2U5 | bead flow cytometry, Alexa488-MEK5 binding to MEKK2 WT; actives lie on both sides | binding response (% of control), % at 10 µM | hit rate 1.1% among 290,000 | AID 1531; in the data active means binding response below about 67% or above about 130%
MEKK3 PB1 HTS: raises or lowers MEK5 binding to the human MEKK3 PB1 domain; Q99759; bead-based flow cytometry, Alexa488-MEK5 binding to MEKK3; actives lie on both sides; 0 = blocked by unlabeled MEK5, 100 = vehicle; binding response (% of control), % at 10 µM; hit rate 1.4% among 290,000;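 active means binding response more than 3 SD above or below the average of its plate-row segment, actives on both sides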;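 further: Alexa488 bead fluorescence after subtracting the streptavidin-only scavenger bead signal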
Target sequence (Q99759 whole entry, looked up, the tested form may be a part): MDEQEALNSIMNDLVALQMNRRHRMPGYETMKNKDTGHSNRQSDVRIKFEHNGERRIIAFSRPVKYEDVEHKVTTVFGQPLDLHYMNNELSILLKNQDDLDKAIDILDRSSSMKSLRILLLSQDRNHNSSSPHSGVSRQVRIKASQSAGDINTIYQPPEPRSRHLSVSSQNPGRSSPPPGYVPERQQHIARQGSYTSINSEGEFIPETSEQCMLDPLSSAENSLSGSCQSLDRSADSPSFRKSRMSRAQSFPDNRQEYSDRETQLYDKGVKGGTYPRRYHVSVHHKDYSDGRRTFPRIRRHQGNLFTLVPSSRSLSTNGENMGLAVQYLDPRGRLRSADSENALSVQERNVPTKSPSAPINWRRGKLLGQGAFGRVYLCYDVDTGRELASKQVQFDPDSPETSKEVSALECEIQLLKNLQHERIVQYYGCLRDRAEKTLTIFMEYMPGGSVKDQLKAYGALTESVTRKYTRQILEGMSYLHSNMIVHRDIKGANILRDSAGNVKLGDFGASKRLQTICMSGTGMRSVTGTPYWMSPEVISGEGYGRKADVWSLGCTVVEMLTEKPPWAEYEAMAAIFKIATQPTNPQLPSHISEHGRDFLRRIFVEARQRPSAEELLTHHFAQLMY
DNA FID counter: displaces DNA intercalator in HCV helicase counter-screen; DNA fluorescent intercalator displacement, fluorescence; inhibition, % at 7.9 µM; hit rate 0.17% among 290,000; in the data active means inhibition above about 37%;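 further: 0% = vehicle and 100% = reference compound; higher means more ethidium bromide displaced from hairpin DNA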
Starred values were filed as active, the others as inactive; x = no result given; [ ] = another dose, or the depositor's remark. Some of the compounds tested; rates above refer to the full screens.

item	SMILES	HCV NS3 hel inh	CRFBP-R2 agonist	SUMO HTRF inh	MEKK2wt PB1 HTS	MEKK2 mut-MEK5	MEKK3 PB1 HTS	GalR3 antag	CRFBP-R2 block	DNA FID counter
1	Cc1[nH]n(-c2ccccc2)c(=O)c1C=Nc1cccc(F)c1	-6.0	1.1	13.3	98.0	-1.0	100.0	-3.1	-25.3	2.0
2	COc1ccccc1N1CCN(CCC(=O)Nc2ccc3c(c2)OCO3)CC1	0.7	-1.6	-1.9	96.0	-4.0	95.0	-3.1	13.3	5.2
3	CCCN1C(=O)/C(=C/c2c(NCCCOCC)nc3c(C)cccn3c2=O)SC1=S	1.1	113.2*	-11.1	94.0	1.0	106.0	-3.5	-172.7	-0.3
4	CC1(C)Cc2cccc(OCC(=O)OCC(=O)NCc3ccccc3)c2O1	-6.7	-2.5	9.8	100.0	2.0	96.0	-1.6	12.3	-38.7
5	Cc1ccc(SCC(=O)NC(=O)Nc2ccc3c(c2)OCCO3)cc1C	-26.0	-0.3	0.5	104.0	-1.0	101.0	-3.5	-14.4	-5.9
6	CCOC(=O)C1CCCN(S(=O)(=O)c2cc3c(cc2Cl)NC(=O)CO3)C1 (stereo unspecified)	0.2	2.5	1.7	103.0	4.0	104.0	2.5	4.3	-16.8
7	Cc1c(NC(=O)COC(=O)C23CC4CC(CC(O)(C4)C2)C3)c(=O)n(-c2ccccc2)n1C	1.3	3.5	-10.1	96.0	-7.0	97.0	-7.2	8.2	-10.2
8	OCC[C@@H]1C[C@H](O)[C@@H](O)[C@@]2(Cc3ccccc3O2)O1	2.3	-0.7	7.4	93.0	-5.0	98.0	-4.6	8.1	-5.0
9	Cc1ccc(Nc2c(F)c(F)c(F)c(F)c2C(=O)O)cc1	6.5	-0.3	-14.1	111.0	-1.0	121.0	-3.2	24.8	-9.5
10	COc1cc(C2NC(=O)N(C)C3=C2C(=O)CCC3)cc(OC)c1OC (stereo unspecified)	5.8	2.1	8.1	93.0	-2.0	94.0	-0.4	-6.4	1.5

Four compounds out of the list, arranged by molecular weight, low to high.
item	SMILES	HCV NS3 hel inh	CRFBP-R2 agonist	SUMO HTRF inh	MEKK2wt PB1 HTS	MEKK2 mut-MEK5	MEKK3 PB1 HTS	GalR3 antag	CRFBP-R2 block	DNA FID counter
9	Cc1ccc(Nc2c(F)c(F)c(F)c(F)c2C(=O)O)cc1	6.5	-0.3	-14.1	111.0	-1.0	121.0	-3.2	24.8	-9.5
5	Cc1ccc(SCC(=O)NC(=O)Nc2ccc3c(c2)OCCO3)cc1C	-26.0	-0.3	0.5	104.0	-1.0	101.0	-3.5	-14.4	-5.9
2	COc1ccccc1N1CCN(CCC(=O)Nc2ccc3c(c2)OCO3)CC1	0.7	-1.6	-1.9	96.0	-4.0	95.0	-3.1	13.3	5.2
3	CCCN1C(=O)/C(=C/c2c(NCCCOCC)nc3c(C)cccn3c2=O)SC1=S	1.1	113.2*	-11.1	94.0	1.0	106.0	-3.5	-172.7	-0.3

(cont.)
item	SMILES	HCV NS3 hel inh	CRFBP-R2 agonist	SUMO HTRF inh	MEKK2wt PB1 HTS	MEKK2 mut-MEK5	MEKK3 PB1 HTS	GalR3 antag	CRFBP-R2 block	DNA FID counter
11	CC(=O)Nc1nonc1-c1nc2ccccc2n1Cc1nnc(C)o1	-0.5	-0.1	7.3	96.0	-2.0	102.0	-3.7	9.3	-2.9
12	O=C(NNS(=O)(=O)Cc1ccccc1)c1ccc([N+](=O)[O-])cc1	5.9	-3.2	23.2	105.0	8.0	102.0	-2.7	-4.6	0.2
13	Cc1nnc(Sc2c(N)n(C)c(=O)[nH]c2=O)s1	7.7	-1.4	-9.6	117.0	7.0	106.0	-7.7	9.6	-0.1
14	CC(NC(=O)c1ccc(F)cc1F)C1CC2CCC1C2 (stereo unspecified)	7.1	-1.7	-11.9	97.0	-7.0	96.0	-9.1	-7.1	-15.7
15	COc1cc2c(cc1OC)C(C(=O)Nc1ccc(F)c(Cl)c1)CC(=O)N2 (stereo unspecified)	2.0	-0.5	9.5	113.0	17.0	108.0	2.2	-6.1	-3.0
16	CC(=O)c1c(C)[nH]c(C(=O)NCCCN2CCCC2)c1C	-2.1	0.1	7.2	106.0	10.0	103.0	3.4	16.1	-1.2
17	CCOC(=O)Cn1c(CN2CCN(c3cccc(Cl)c3)CC2)nc2c1c(=O)[nH]c(=O)n2C	-2.4	-7.1	14.7	112.0	8.0	105.0	4.8	-11.1	-28.1
18	O=C(CS(=O)(=O)c1c[nH]c2ccccc12)N1CCc2ccccc21	-14.7	-1.0	6.3	94.0	0.0	98.0	-1.3	8.1	-6.9
19	Cc1ccc(NC(NC(=O)c2cccs2)C(Cl)(Cl)Cl)cc1 (stereo unspecified)	5.7	2.4	13.0	104.0	18.0	100.0	-4.4	-22.8	2.8
20	O=C(Nc1ccc2oc(-c3ccncc3)nc2c1)c1ccc2c(c1)OCCO2	-3.1	2.7	-35.9	89.0	1.0	96.0	-2.0	-13.8	-5.5

Continuation.
item	SMILES	HCV NS3 hel inh	CRFBP-R2 agonist	SUMO HTRF inh	MEKK2wt PB1 HTS	MEKK2 mut-MEK5	MEKK3 PB1 HTS	GalR3 antag	CRFBP-R2 block	DNA FID counter
21	COc1c(CC=C(C)C)cc(C2CC(=O)c3c(O)cc(O)cc3O2)cc1CC=C(C)C (stereo unspecified)	x	-1.0	-6.9	90.0	-3.0	98.0	-5.7	15.6	x
22	CCOC(=O)N1CCN(C(=O)CS(=O)Cc2nc(-c3ccc(C)cc3)oc2C)CC1 (stereo unspecified)	1.1	11.1	35.3	105.0	3.0	101.0	x	-23.2	-31.8
23	Cc1cccc(-n2ncc3c2CCCC3NC(=O)CN2CCCC2=O)c1C (stereo unspecified)	7.6	0.2	-8.3	99.0	-1.0	93.0	-3.0	-2.3	-27.9
24	CC(=O)c1c(C)[nH]c(C(=O)CSc2nnc(-c3ccco3)n2Cc2ccccc2)c1C	-7.4	0.0	7.6	93.0	-9.0	101.0	-4.1	4.3	-29.7
25	COC(=O)c1nn(-c2cccc(C)c2)c2nnc(Cc3ccc(C)cc3)c(=O)n12	-1.9	0.1	6.1	103.0	3.0	104.0	2.1	12.4	-10.2
26	Cc1occc1C(=O)NNC(=O)c1ccccc1Br	16.6	-1.8	4.2	102.0	-1.0	101.0	-0.9	15.2	-11.8
27	Cn1c(SCc2cccc(C#N)c2)nc2ccccc2c1=O	-3.6	0.5	0.4	103.0	2.0	101.0	-0.6	5.0	-19.7
28	COC(=O)c1cc(-c2ccc(S(=O)(=O)N3CCCC(C)C3)cc2)c(C(F)(F)F)s1 (stereo unspecified)	7.5	9.3	-3.5	99.0	8.0	104.0	-2.2	-17.5	-7.5
29	Cc1nnc(SCC(=O)c2ccccc2F)n1Cc1ccccc1	-1.7	-0.8	6.5	98.0	-1.0	104.0	x	7.8	-17.3
30	c1ccc(Cn2nnnc2C(c2cccs2)N2CCOCC2)cc1 (stereo unspecified)	-19.1	0.4	-0.7	111.0	7.0	109.0	0.1	6.2	-4.1

Along the list, from the results shown.
Nos. 21–27 in MEKK2 mut-MEK5, in turn: -3.0, 3.0, -1.0, -9.0, 3.0, -1.0, 2.0
Nos. 21–27 in SUMO HTRF inh, in turn: -6.9, 35.3, -8.3, 7.6, 6.1, 4.2, 0.4

Other records.
item	SMILES	HCV NS3 hel inh	CRFBP-R2 agonist	SUMO HTRF inh	MEKK2wt PB1 HTS	MEKK2 mut-MEK5	MEKK3 PB1 HTS	GalR3 antag	CRFBP-R2 block	DNA FID counter
31	O=C(O)C=C1C2CC3CC(C2)CC1C3	7.5	-0.6	0.7	108.0	6.0	107.0	-3.8	-28.2	-0.2
32	COc1ccc(NC(=O)COC(=O)CCCC2=NS(=O)(=O)c3ccccc3N2)cc1	-1.8	-1.5	5.4	109.0	4.0	107.0	2.0	8.6	-8.2
33	O=C(O)Cn1cc(/C=C/[N+](=O)[O-])c2ccccc21	9.3	-0.1	14.9	104.0	0.0	104.0	-0.6	10.7	-4.0
34	Fc1cccc(F)c1CN1CCN(c2ncccn2)CC1	-7.7	-0.6	-14.3	100.0	-1.0	99.0	-5.0	9.4	-0.8
35	O=C(C[n+]1cc(Br)cc2ccccc21)c1ccccc1	-1.6	21.6	12.5	66.0*[inhibitor]	-8.0	93.0	-6.5	-30.3	19.8
36	O=C(Nc1ccccc1C(=O)NC(Cc1ccccc1)C(=O)O)c1ccco1 (stereo unspecified)	7.5	2.7	-0.3	105.0	6.0	107.0	-0.1	9.4	-27.4
37	COc1c(Cl)cc(Cl)cc1CNCCNCCO	-1.8	1.7	-31.4	107.0	2.0	108.0	1.4	-1.7	11.8
38	O=C1CSC(c2ccccc2)N1Cc1ccccn1 (stereo unspecified)	-1.7	1.8	11.4	97.0	-2.0	98.0	-10.7	-2.6	-6.4
39	O=C(CCc1nc(-c2ccccc2)no1)NCC1CCCO1 (stereo unspecified)	5.8	-3.6	-6.9	x	x	x	-4.7	-14.5	-6.0
40	COC(=O)c1sccc1NC(=O)Nc1cc(C)cc(C)c1	-11.2	0.6	-16.7	99.0	1.0	102.0	0.5	4.3	-18.7

(more compounds)
item	SMILES	HCV NS3 hel inh	CRFBP-R2 agonist	SUMO HTRF inh	MEKK2wt PB1 HTS	MEKK2 mut-MEK5	MEKK3 PB1 HTS	GalR3 antag	CRFBP-R2 block	DNA FID counter
41	CCCc1ccc(-c2cc(C(=O)NCCc3ccc(S(N)(=O)=O)cc3)c3ccccc3n2)cc1	-19.9	4.3	-2.0	104.0	1.0	103.0	-5.3	-51.8	-17.1
42	Cc1ccc(C)c(N(C(=O)c2nsc(Cl)c2Cl)C(C(=O)NC2CCCC2)c2ccc(O)cc2)c1 (stereo unspecified)	-2.8	-0.1	-18.2	96.0	-2.0	103.0	-10.2	32.9	1.4
43	COc1ccc(/C(C)=N/NC(=O)c2ccncc2)cc1[N+](=O)[O-]	-3.8	1.1	4.7	104.0	2.0	102.0	-9.3	-3.4	-4.3
44	CCOC(=O)c1c(-c2ccccc2)nc2cc(C)ccn12	-11.3	0.7	16.4	102.0	5.0	104.0	-8.2	-2.8	-22.1
45	CCc1nc2nc(C)c(NS(=O)(=O)c3cccs3)c(=O)n2[nH]1	-2.2	-1.0	11.4	103.0	-3.0	103.0	-2.0	7.0	1.5
46	CC(C)(C)c1ccc(NC(=O)COC(=O)CCN2C(=O)c3cccc([N+](=O)[O-])c3C2=O)cc1	-1.4	1.2	-7.5	99.0	-1.0	82.0	-0.8	7.6	-9.1
47	COCc1c(C(=O)N2CCN(Cc3c(F)cccc3Cl)CC2)oc2ccccc12	-10.4	-1.0	16.4	94.0	0.0	101.0	-11.2	5.4	-41.0
48	COc1ccc(/C=N/NC(=O)c2cccnc2)cc1COc1ccc([N+](=O)[O-])c(C)c1	-10.2	0.8	7.1	95.0	-4.0	99.0	-1.6	-14.1	-14.0
